UHRF1 binding – UHRF1 methylated DNA binding inhibitors, primary screen, counter-screen for MBD2 inhibitor project, biochemical, TR-FRET, human UHRF1, single concentration; 370,000 compounds, 0.75% hits; inhibition, % at 4.4 µM; E3 ubiquitin-protein ligase UHRF1 (Homo sapiens), Q96T88; UHRF1 binding to methylated oligo; AID 687016, 2013; in the data active = inhibition above about 21%;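 also: UHRF1 SRA domain binding a hemimethylated CpG hairpin DNA probe; 0% = median of test compound wells and 100% = reference inhibitor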
ARFGAP1 inh – inhibitors of rat ARFGAP1 GAP activity, primary screen, biochemical, fluorescence polarization, GDP tracer | ADP-ribosylation factor GTPase-activating protein 1 (Rattus norvegicus), Q62848 | Arfgap1-stimulated ARF1 GTP hydrolysis, GDP FP detection | inhibition, % at 16.5 µM | 360,000 compounds, 0.26% hits;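 active = inhibition above a per-plate limit, mean inhibition of low control wells plus 3 SD, cut at about 25% in these data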;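 also: 0% = DMSO wells with enzyme and 100% = wells lacking Arfgap1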
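Assay system: Rat Arfgap1 GAP domain (His6, aa 1-136), purified enzyme | Buffer or medium: HEPES 25 mM pH 7.5, NaCl 150 mM, MgCl2, DTT | Schedule: GTP hydrolysis reaction 2 h at 25 °C | Signal: FP of antibody-bound GDP Alexa 633 tracer, ex 620/em 688 nm | Measure: Percent inhibition of Arfgap1-stimulated GTP hydrolysis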
DDE Tn6 FP inh – inhibitors of Tn6 peptide binding to fibrin DD(E), primary screen, biochemical, fluorescence polarization, human fibrin, Tn6 probe. 370,000 compounds, 0.21% hits. Fibrin DD(E) TRITC-Tn6 fluorescence polarization displacement. inhibition, % at 8.3 µM. Fibrinogen beta chain (Homo sapiens), P02675;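 active = inhibition above a per-campaign cutoff: mean of compounds within control limits plus 3 SD, cut at about 15% in these data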;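 also: 0% = median of all compound wells on the plate and 100% = blocking peptide control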
DDE Tn7 FP inh – inhibitors of Tn7 peptide binding to fibrin DD(E), primary screen, biochemical, fluorescence polarization, human fibrin, Tn7 probe. AID 720508, 2013. inhibition, % at 8.3 µM. 370,000 compounds, 0.13% hits. FP displacement of FITC-Tn7 peptide from fibrin DD(E); 0% = median of compound wells per plate;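 active = inhibition above the mean of compounds falling within the control limits plus 3 SD of them, cut at about 14% in these data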;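 also: 0% = plate median of compound wells and 100% = 10 µM Aha-Tn7 peptide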
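Assay system: human fibrin DD(E). Input: DD(E) 2 µM final. Medium: Tris buffer with calcium and detergent, pH 7.8. Compound dosing: single point at 8.3 µM. Timing: 10 min plus 3 h, room temperature. Technique: fluorescence polarization of the labelled Tn7 tracer. Read-out: percent inhibition. Replicates: singlicate testing.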
sPLA2-III inh – human group III sPLA2 inhibitors, primary screen, biochemical, QFRET, BODIPY PC-A2 liposome substrate | Group 3 secretory phospholipase A2 (Homo sapiens), Q9NZ20 | QFRET BODIPY PC-A2 liposome hydrolysis, fluorescence | inhibition, % at 12.2 µM | 370,000 compounds, 0.56% hits;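 active = inhibition above mean plus 3 SD of compounds lying within the high and low control bounds, cut at about 19% in these data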;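 also: 0% = median of test compound wells and 100% = no enzyme DMSO wells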
ASAP1 inh – inhibitors of human ASAP1 ArfGAP activity, primary screen, biochemical, fluorescence polarization; ASAP1-stimulated ARF1 GTP hydrolysis, GDP FP detection; inhibition, % at 16.5 µM; Arf-GAP with SH3 domain, ANK repeat and PH domain-containing protein 1 (Homo sapiens), …; 360,000 compounds, 0.19% hits; in the data active = inhibition above about 25%;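 also: 0% = vehicle with enzyme and substrate and 100% = no enzyme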
PLC-beta3 inh – human PLC-beta3 inhibitors, primary screen, biochemical, fluorescence | 1-phosphatidylinositol 4,5-bisphosphate phosphodiesterase beta-3 (Homo sapiens), Q01970 | Purified PLC-beta3, fluorogenic substrate | inhibition, % at 12.2 µM | 370,000 compounds, 0.18% hits; in the data active = inhibition above about 11%;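 also: 0% = median of compound wells on plate and 100% = full blocker control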
Rev-erbA mod – modulators of Rev-erb alpha DNA binding, primary screen, biochemical, FITC-DNA, fluorescence polarization, uHTS | Nuclear receptor subfamily 1 group D member 1 (Homo sapiens), P20393 | Rev-erbα–FITC-DNA binding, 90 min | activity, % at 10 µM | 370,000 compounds, 0.79% hits | AID 1259318, 2017;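 active = activity above about 14%, limit read from the data; passing the limit was not always enough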;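 also: 0% = DMSO wells with 35 nM protein and 100% = DMSO wells with 750 nM protein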
PLC-gamma1 inh – PLC-gamma1 enzyme inhibitors, primary screen, biochemical, fluorescence, purified enzyme | 1-phosphatidylinositol 4,5-bisphosphate phosphodiesterase gamma-1 (Homo sapiens), P19174 | fluorogenic substrate | inhibition, % at 12.2 µM | 370,000 compounds, 0.84% hits; in the data active = inhibition above about 9.5%
Target sequence (P19174 whole entry, looked up): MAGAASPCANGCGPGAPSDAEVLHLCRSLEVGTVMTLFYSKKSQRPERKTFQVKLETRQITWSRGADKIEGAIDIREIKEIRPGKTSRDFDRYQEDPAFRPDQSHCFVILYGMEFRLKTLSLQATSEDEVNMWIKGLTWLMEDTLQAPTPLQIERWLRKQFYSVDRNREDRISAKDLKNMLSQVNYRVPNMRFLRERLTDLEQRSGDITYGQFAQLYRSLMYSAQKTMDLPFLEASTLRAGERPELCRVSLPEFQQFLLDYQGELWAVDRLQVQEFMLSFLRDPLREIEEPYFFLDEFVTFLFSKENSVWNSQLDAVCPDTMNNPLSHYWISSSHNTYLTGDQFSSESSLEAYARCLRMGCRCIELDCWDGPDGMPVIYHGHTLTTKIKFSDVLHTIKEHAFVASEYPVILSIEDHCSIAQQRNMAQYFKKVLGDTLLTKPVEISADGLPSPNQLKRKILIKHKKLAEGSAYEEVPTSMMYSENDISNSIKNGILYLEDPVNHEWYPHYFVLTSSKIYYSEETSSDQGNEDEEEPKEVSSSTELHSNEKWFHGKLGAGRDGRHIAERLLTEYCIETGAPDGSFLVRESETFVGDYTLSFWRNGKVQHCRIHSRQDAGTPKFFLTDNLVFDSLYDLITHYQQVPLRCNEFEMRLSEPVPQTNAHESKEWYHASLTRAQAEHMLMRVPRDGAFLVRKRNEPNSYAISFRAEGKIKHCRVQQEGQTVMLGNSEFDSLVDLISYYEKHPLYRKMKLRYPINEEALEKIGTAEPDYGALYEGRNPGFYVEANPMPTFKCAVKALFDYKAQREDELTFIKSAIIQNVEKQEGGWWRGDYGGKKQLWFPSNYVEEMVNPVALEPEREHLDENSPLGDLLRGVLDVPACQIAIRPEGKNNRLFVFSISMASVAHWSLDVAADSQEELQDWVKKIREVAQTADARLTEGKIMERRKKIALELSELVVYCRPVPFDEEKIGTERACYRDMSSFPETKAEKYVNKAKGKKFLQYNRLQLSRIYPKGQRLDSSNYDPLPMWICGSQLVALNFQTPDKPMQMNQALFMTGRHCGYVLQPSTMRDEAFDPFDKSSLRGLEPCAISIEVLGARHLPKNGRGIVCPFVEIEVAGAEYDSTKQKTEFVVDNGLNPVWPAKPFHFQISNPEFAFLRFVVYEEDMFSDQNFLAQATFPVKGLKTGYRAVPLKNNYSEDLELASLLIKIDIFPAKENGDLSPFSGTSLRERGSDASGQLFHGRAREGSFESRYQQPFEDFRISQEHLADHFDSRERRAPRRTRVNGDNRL
proKLK7 act – proKLK7 zymogen activators, primary screen, biochemical, fluorescence intensity | Kallikrein-7 (Homo sapiens), P49862 | activation, % at 7 µM | 370,000 compounds, 0.9% hits | purified proKLK7, EDANS-DABCYL substrate fluorescence; 100% is mature enzyme control, 0% vehicle;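 active = activation above the mean of all tested compounds plus 3 SD, computed per campaign excluding outliers beyond control limits, cut at about 13% in these data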
Numbers without * were called inactive; i = inactive.

The line under a structure holds: UHRF1 binding | ARFGAP1 inh | DDE Tn6 FP inh | DDE Tn7 FP inh | sPLA2-III inh | ASAP1 inh | PLC-beta3 inh | Rev-erbA mod | PLC-gamma1 inh | proKLK7 act
O=C(N/N=C(\c1ccccc1)c1ccccn1)c1ccccc1Cl
→ -1 | -3 | 0 | 1 | 1 | 6 | -4 | 1 | 0 | 0.1
CCc1ccccc1NC(=O)CC(=O)Nc1ccccc1CC
→ 0 | 6 | 5 | 6 | -41 | -7 | 1 | -1 | 0 | 0.3
COc1cccc(OCCNC(=O)Nc2cc(F)c(F)cc2Cl)c1
→ -3 | -12 | 2 | 1 | -2 | 0 | -3 | 2 | 0 | 0.2
Cc1ccc(C(=O)NNC(=O)CCC(=O)Nc2cccc(Cl)c2C)cc1
→ 4 | 19 | 1 | 1 | 10 | -9 | -2 | 1 | 5 | 0.1
CCOC(=O)CN(C(=O)CSc1nnc(C)n1-c1ccccc1)c1ccccc1
→ -3 | 12 | 4 | -4 | 2 | -2 | 2 | 2 | 1 | 0.7
CCOC(=O)N1CCN(C(=O)CSc2ncnc3sccc23)CC1
→ 4 | 7 | 3 | -3 | 5 | 4 | -9 | -2 | 1 | 0.1
CCc1sc(C(=O)N(CCCOC)c2c(N)n(CC(C)C)c(=O)[nH]c2=O)cc1C
→ 1 | -3 | -4 | 4 | 11 | -3 | -6 | 0 | 1 | 0.0
OC(COc1ccc2cc(Br)ccc2c1)CN1CCN(c2ccccn2)CC1 (stereo not drawn)
→ -4 | 5 | 5 | -1 | -24 | -2 | -2 | 4 | 1 | 0.3
NC1=NC(=O)/C(=C\c2ccsc2)S1
→ -4 | 4 | 1 | -5 | 4 | -22 | 0 | 1 | 8 | -0.4
COc1ccc(CCNc2cc(C)nc3c(-c4ccc(Cl)cc4)cnn23)cc1OC
→ -4 | 1 | 4 | -4 | -4 | -13 | i | -5 | i | -46
COc1cc(NC(=S)N2CCCCC2C)c(OC)cc1Cl (stereo not drawn)
→ 1 | 4 | 0 | -3 | 5 | 4 | 3 | -2 | -1 | -0.2
COc1ccccc1OCCSc1nc2ccccc2n1CC(O)CO (stereo not drawn)
→ 0 | -5 | 6 | -4 | 6 | -5 | -2 | -4 | -2 | -0.8
Cc1ccc(Cl)cc1N1CCN(CC(O)COC(C)C)CC1 (stereo not drawn)
→ 9 | -2 | 0 | 3 | 13 | 0 | -9 | -1 | -2 | 0.4
CC(C)CC(NC(=O)OC(C)(C)C)c1cn([C@@H](CCCCNC(=O)OC(C)(C)C)C(=O)N2CCN(C(=O)OC(C)(C)C)CC2)nn1 (stereo partly drawn)
→ 0 | -5 | 0 | -1 | -6 | 3 | -1 | 2 | 7 | 0.7
CC1CCc2[nH]c3ccc(C(=O)N(C)CC(=O)Nc4ccccc4Cl)cc3c2C1 (stereo not drawn)
→ -1 | -2 | -9 | -10 | -39 | -3 | -101 | 7 | -23 | 4.0
CNc1cc(-c2ccc(CC#N)cc2)ncn1
→ 2 | -5 | 4 | 4 | 9 | -23 | -7 | 2 | -5 | 0.8
COc1cc(OC)cc(C(=O)N[C@H](C(=O)NC2CCCc3ccccc32)C(C)C)c1 (stereo partly drawn)
→ 2 | 0 | 3 | 0 | 1 | 8 | 6 | 0 | -26 | -0.7
COc1ccccc1NC(=O)N1CCCC(C(=O)Nc2cccc(C)c2C)C1 (stereo not drawn)
→ 0 | -3 | 2 | -6 | -1 | 4 | -2 | -1 | 1 | 0.3
c1cc2c(cc1Nc1nc(-c3ccc4c(c3)OCO4)cs1)OCCO2
→ 0 | 0 | 4 | 2 | 6 | 2 | -205 | 2 | -173 | 2.0
CN(C)CCN1C(=O)CCC2(C)C1=CCC1C2CCC2(C)C1CCC2(C)O (stereo not drawn)
→ 80* | 4 | 5 | 9 | -3 | -15 | -5 | -6 | -3 | -0.2

Reprinted at random: 2 entries already listed.
The line under a structure holds: UHRF1 binding | ARFGAP1 inh | DDE Tn6 FP inh | DDE Tn7 FP inh | sPLA2-III inh | ASAP1 inh | PLC-beta3 inh | Rev-erbA mod | PLC-gamma1 inh | proKLK7 act
O=C(N/N=C(\c1ccccc1)c1ccccn1)c1ccccc1Cl
→ -1 | -3 | 0 | 1 | 1 | 6 | -4 | 1 | 0 | 0.1
OC(COc1ccc2cc(Br)ccc2c1)CN1CCN(c2ccccn2)CC1 (stereo not drawn)
→ -4 | 5 | 5 | -1 | -24 | -2 | -2 | 4 | 1 | 0.3

One compound at a time, from the list above. Screens in order: UHRF1 binding | ARFGAP1 inh | DDE Tn6 FP inh | DDE Tn7 FP inh | sPLA2-III inh | ASAP1 inh | PLC-beta3 inh | Rev-erbA mod | PLC-gamma1 inh | proKLK7 act
`Cc1ccc(C(=O)NNC(=O)CCC(=O)Nc2cccc(Cl)c2C)cc1` is listed with 4 | 19 | 1 | 1 | 10 | -9 | -2 | 1 | 5 | 0.1
`O=C(N/N=C(\c1ccccc1)c1ccccn1)c1ccccc1Cl` is listed with -1 | -3 | 0 | 1 | 1 | 6 | -4 | 1 | 0 | 0.1
`COc1cccc(OCCNC(=O)Nc2cc(F)c(F)cc2Cl)c1` is listed with -3 | -12 | 2 | 1 | -2 | 0 | -3 | 2 | 0 | 0.2

Continued:
Structure | UHRF1 binding | ARFGAP1 inh | DDE Tn6 FP inh | DDE Tn7 FP inh | sPLA2-III inh | ASAP1 inh | PLC-beta3 inh | Rev-erbA mod | PLC-gamma1 inh | proKLK7 act
O=C1NC[C@H](Cc2ccc(O)cc2)N(C[C@H]2CCCN2C[C@H](Cc2ccccc2)N2C[C@H](Cc3ccccc3)N(CCc3ccccc3)C(=O)C2=O)C1=O | -1 | 9 | -3 | -5 | -21 | 0 | 8 | -5 | 5 | 0.4
CC(C)OC(=O)c1ccc(NC(=O)c2cccc(-n3cnnn3)c2)cc1 | -3 | 14 | -6 | 11 | 14 | 7 | -8 | 0 | -1 | 0.2
CCc1ccc(OCCCC(=O)Nc2ccc(S(N)(=O)=O)cc2)cc1 | 2 | 17 | 1 | -5 | -13 | 0 | -1 | 8 | 5 | -0.1
CC(=O)N1CCOc2ccc(S(=O)(=O)N3CCCC(C)C3)cc21 (stereo not drawn) | 1 | 0 | 1 | -2 | 3 | -8 | -11 | -2 | 2 | 0.2
COc1ccccc1N1CCN(CCCNC(=O)Nc2ccccc2)CC1 | 0 | -7 | 4 | -2 | -1 | -5 | 3 | 1 | 4 | -0.7
COC(=O)c1cc(S(=O)(=O)NCC2CCN(C(=O)C(=O)c3cc4ccccc4o3)CC2)cs1 | -2 | -6 | -5 | 9 | 2 | -2 | -1 | -4 | 0 | 0.7
Cc1ccc(C)n1-c1ccc(-c2nnc3n2CCCCC3)s1 | -2 | 5 | 0 | -8 | -10 | -5 | -47 | -5 | -39 | -0.8
CC(C)(C)c1nc2c(Br)cc(Br)cc2c(=O)o1 | 3 | -6 | 7 | 3 | 4 | -15 | -2 | 0 | -3 | -0.1
O=C(Nc1ccc2c(c1)C(=O)N(CC1CCCO1)C2=O)c1ccc(Cl)c(Cl)c1 (stereo not drawn) | 0 | -11 | 6 | 3 | 1 | -8 | -51 | -5 | -39 | -5.5
CCO[C@H]1OC(C(=O)NCc2ccccc2)=C[C@@H](c2cn(C(C)=O)c3ccccc23)[C@@H]1CCCO | 2 | 6 | 1 | 4 | -26 | -2 | 3 | -3 | -1 | -0.1
CN(/N=C/c1cccnc1)c1cnn(-c2ccc(F)c(Cl)c2)c(=O)c1Cl | 7 | 0 | 3 | -4 | 5 | 15 | -3 | 26* | -1 | 1.3
Cc1nc(N)sc1C(=O)OCC(C)C | 1 | 1 | 9 | -3 | 5 | -5 | -4 | 2 | 2 | 0.6
CC(=O)NCCC(=O)Nc1nc2ccc(Oc3ccccc3)cc2s1 | 1 | 8 | -3 | 7 | -3 | -4 | -9 | 2 | 1 | -0.1
Cc1ccc(SCC(=O)N(C)C2CCS(=O)(=O)C2)cc1 (stereo not drawn) | 3 | 4 | -2 | -2 | 7 | -7 | 2 | -2 | -1 | -0.1
O=C(Nc1nccs1)[C@@H]1CC=C[C@@H]2CCN(Cc3ccccc3)C(=O)[C@@H]21 | -1 | 4 | 2 | 2 | 2 | -1 | 0 | 2 | 1 | -0.6
CCOc1ccc(N(Cc2cc3cc(OC)ccc3[nH]c2=O)S(C)(=O)=O)cc1 | 1 | -6 | -2 | 6 | -11 | -5 | -34 | -8 | -18 | 0.8
O=C(Cc1ccccc1)Nc1cccc([N+](=O)[O-])c1 | 0 | 1 | 2 | 1 | -1 | -5 | -1 | 1 | -1 | 0.1
O=C(Nc1nnc(COc2ccc(F)cc2)s1)c1cccs1 | 3 | 0 | 0 | 2 | 9 | 13 | -5 | -2 | -2 | -0.7
O=C(CN(Cc1ccccc1F)C(=O)Cn1nnc(-c2cccs2)n1)NCC1CCCO1 (stereo not drawn) | 1 | 6 | 0 | 9 | 1 | 4 | 2 | 3 | 2 | -0.2
Cc1ccccc1CSc1ncc(C#N)c(N)n1 | 3 | 13 | 1 | -6 | -11 | 2 | -27 | 2 | -19 | -0.3
CCN(CC(=O)Nc1ccccc1C(F)(F)F)C(=O)CN1C(=O)NC2(CCCC2)C1=O | 6 | -2 | -4 | 2 | -1 | 3 | -1 | 3 | 6 | -0.3
